Compound activity deposited in PubChem by The Scripps Research Institute Molecular Screening Center.
CHO parental Ca – counter-screen for OX1R antagonists: effect in parental CHO cells | parental CHO-K1, ATP-induced calcium, Fluo-8 fluorescence | inhibition, % at 5.6 µM | hit rate 0.63% among 330,000;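 active = inhibition above that plate's mean sample inhibition plus 3 SD, cut at about 26% in these data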;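 note: 0% = ATP-challenged DMSO wells and 100% = DMSO wells without ATP; some compounds past the cut are filed as inactive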
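Test system: parental CHO cells; detection: calcium-sensitive Fluo-8 fluorescence; evaluation: percent inhibition of calcium signal; also added: ATP as calcium-mobilizing challenge; repeats: one well per compound; control set: ATP-challenged DMSO wells low, unchallenged DMSO wells high; compound: single nominal dose of 5.6 µM per compound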
CHO-K1 Ca ag – nonselective activator or artifact in parental CHO-K1 cells; Fluo-8 calcium fluorescence; scaled to maximal ATP response, vehicle zero; activation, % at 3 µM; hit rate 0.48% among 360,000; AID 602248; in the data active = activation above about 15%;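 note: untransfected CHO-K1 host cells lacking M1 receptor as counterscreen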
TAAR1 agonist – agonists of human TAAR1 | Q96RJ0 | activation, % at 3 µM | hit rate 0.99% among 360,000 | CHO RD-HGA16 TAAR1, Fluo-8 calcium fluorescence; vehicle wells 0%, saturating PEA agonist 100%;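 active = activation above the mean activation of all test compounds in the run plus 3 SD, cut at about 38% in these data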
Target sequence (Q96RJ0 whole entry, looked up): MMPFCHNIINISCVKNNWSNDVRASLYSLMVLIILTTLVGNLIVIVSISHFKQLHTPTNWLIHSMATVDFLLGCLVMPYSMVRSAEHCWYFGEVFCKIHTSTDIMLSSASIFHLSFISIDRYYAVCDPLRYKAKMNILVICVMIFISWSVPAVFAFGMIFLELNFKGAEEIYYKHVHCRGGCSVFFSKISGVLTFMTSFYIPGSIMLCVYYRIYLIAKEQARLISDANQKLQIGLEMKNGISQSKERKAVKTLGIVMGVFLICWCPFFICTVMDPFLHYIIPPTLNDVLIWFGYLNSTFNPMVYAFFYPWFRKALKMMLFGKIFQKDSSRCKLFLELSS
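System: CHO RD-HGA16 cells carrying human TAAR1 plus Gα16; Incubation: 17-24 h seeding, 75 min 37 °C dye, 30 min RT; Measured by: Fluo-8 fluorescence, 5 s baseline then 140 s kinetic read; Control set: DMSO and PEA EC100; Replication: single well for each compound.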
CHO-K1 Ca antag – nonselective inhibitor or artifact in parental CHO-K1 cells. ATP-induced calcium, Fluo-8 fluorescence. inhibition, % at 3 µM. hit rate 0.6% among 360,000;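 active = inhibition above a per-plate cutoff, the plate's mean sample inhibition plus 3 SD, cut at about 24% in these data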;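 note: 0% = DMSO plus EC80 ATP and 100% = DMSO alone without ATP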
M1 ag – agonists of human M1 muscarinic receptor. P11229. CHO-K1 hM1, Fluo-8 calcium fluorescence, agonist mode; 0% DMSO, 100% acetylcholine EC100. activation, % at 3 µM. hit rate 0.33% among 360,000. AID 588814;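 active = activation above the run's mean compound activation plus 3 SD, cut at about 16% in these data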;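 note: peak over basal fluorescence ratio within a 140 s kinetic read after compound addition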
Target sequence (P11229 whole entry, looked up): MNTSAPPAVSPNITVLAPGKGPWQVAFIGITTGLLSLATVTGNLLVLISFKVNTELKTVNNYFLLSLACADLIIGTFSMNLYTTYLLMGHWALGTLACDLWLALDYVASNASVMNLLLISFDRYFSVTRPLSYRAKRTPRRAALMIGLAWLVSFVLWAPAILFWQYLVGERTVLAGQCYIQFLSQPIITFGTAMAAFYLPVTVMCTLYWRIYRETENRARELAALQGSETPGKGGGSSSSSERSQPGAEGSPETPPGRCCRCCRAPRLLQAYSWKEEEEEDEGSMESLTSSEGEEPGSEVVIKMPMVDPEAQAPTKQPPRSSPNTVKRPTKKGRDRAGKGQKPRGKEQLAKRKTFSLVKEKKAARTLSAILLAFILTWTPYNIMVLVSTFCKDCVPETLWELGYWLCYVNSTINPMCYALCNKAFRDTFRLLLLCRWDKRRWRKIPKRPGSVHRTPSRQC
TAAR1 antag – antagonists of human TAAR1 | Q96RJ0 | CHO RD-HGA16 TAAR1, Fluo-8 calcium fluorescence, antagonist | inhibition, % at 3 µM | hit rate 1.5% among 360,000 | AID 624466;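 active = inhibition above a per-plate cutoff, the mean inhibition of test compounds on that plate plus 3 SD, cut at about 49% in these data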;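 note: 0% = DMSO plus EC80 beta-PEA response and 100% = DMSO alone without agonist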
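Test system – hTAAR1-expressing CHO RD-HGA16 cells, Gα16-coupled · Reagent – β-PEA at EC80 concentration, post-compound challenge · Compound dosing – 3 µM, single point · Timing – 140 s kinetic read after compound, 140 s after agonist · Detection – Fluo-8 intracellular calcium dye fluorescence, real-time kinetic reads · Control set – DMSO and EC80 PEA controls · Repeats – n of 1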
CHO-K1 Ca PAM – nonselective activator or artifact in parental CHO-K1 calcium assay. activation, % at 3 µM. ATP EC20, Fluo-8 calcium fluorescence; 0% at ATP EC20, 100% at ATP max. hit rate 0.02% among 360,000;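 active = activation above the run cutoff, the mean activation of all test compounds plus 3 SD, cut at about 40% in these data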;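 note: peak over basal fluorescence ratio in a 140 s read after ATP addition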
CHRM1 antagonist – human CHRM1 antagonism. hit rate 1.3% among 360,000. inhibition, % at 3 µM. CHO-K1 hM1, Fluo-8 calcium fluorescence, ACh EC80 antagonist. AID 588852. P11229;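 active = percent inhibition above its own plate's cutoff, namely the mean of that plate's compound wells plus 3 SD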;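 note: peak over basal fluorescence ratio during 140 s after agonist addition; 0% = ACh EC80 plus DMSO and 100% = DMSO alone without agonist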
CHRM1 PAM – positive allosteric modulators of human M1 muscarinic receptor | hit rate 0.088% among 360,000 | P11229 | activation, % at 3 µM | CHO-K1 hM1, Fluo-8 calcium fluorescence, ACh EC20; 0% = ACh EC20, 100% = maximal ACh; in the data active = activation above about 19%, passing the limit was not always enough
The depositor's hits bear a star; · = not tested or not shown.

The first five entries (preview)
SMILES | CHO parental Ca | CHO-K1 Ca ag | TAAR1 agonist | CHO-K1 Ca antag | M1 ag | TAAR1 antag | CHO-K1 Ca PAM | CHRM1 antagonist | CHRM1 PAM
O=C(Nc1cccc(S(=O)(=O)NC2=NCCC2)c1)c1cc(-c2ccco2)nc2ccccc12 | -9 | 1.5 | 3 | -10 | 1 | 28 | 14 | -9 | 6
CCOC(=O)C1CCN(CC(O)COCc2ccccc2)CC1 (stereo not given) | -17 | 0.6 | 2 | -7 | -9 | 0 | 0 | 11 | -10
CC(C)c1ccc(OCC(=O)NC(C)c2ccccc2)cc1 (stereo not given) | -6 | 0.1 | 2 | -2 | -7 | 12 | 1 | -4 | 0
COC(=O)COc1cccc2c(=O)n(CC(=O)N3CCCCC3)ccc12 | -12 | 0.7 | -4 | -9 | -4 | 21 | 8 | -14 | 7
COc1ccc(C(=O)N/C(=C\c2cn(S(=O)(=O)N(C)C)c3ccccc23)C(=O)N2CCCC2)cc1 | · | 1.4 | 6 | 0 | 0 | -3 | 7 | -3 | 4

The listing, repeating the preview:
SMILES | CHO parental Ca | CHO-K1 Ca ag | TAAR1 agonist | CHO-K1 Ca antag | M1 ag | TAAR1 antag | CHO-K1 Ca PAM | CHRM1 antagonist | CHRM1 PAM
O=C(Nc1cccc(S(=O)(=O)NC2=NCCC2)c1)c1cc(-c2ccco2)nc2ccccc12 | -9 | 1.5 | 3 | -10 | 1 | 28 | 14 | -9 | 6
CCOC(=O)C1CCN(CC(O)COCc2ccccc2)CC1 (stereo not given) | -17 | 0.6 | 2 | -7 | -9 | 0 | 0 | 11 | -10
CC(C)c1ccc(OCC(=O)NC(C)c2ccccc2)cc1 (stereo not given) | -6 | 0.1 | 2 | -2 | -7 | 12 | 1 | -4 | 0
COC(=O)COc1cccc2c(=O)n(CC(=O)N3CCCCC3)ccc12 | -12 | 0.7 | -4 | -9 | -4 | 21 | 8 | -14 | 7
COc1ccc(C(=O)N/C(=C\c2cn(S(=O)(=O)N(C)C)c3ccccc23)C(=O)N2CCCC2)cc1 | · | 1.4 | 6 | 0 | 0 | -3 | 7 | -3 | 4
C[C@H](N)C(=O)NC[C@H]1O[C@@H](n2cnc3c(N)ncnc32)[C@H](O)[C@@H]1O | -3 | 0.5 | 2 | -4 | -2 | -9 | 15 | -17 | 16
COc1ccc2c(C)cc(=O)[nH]c2c1 | 11 | 0.8 | 3 | -7 | -2 | 0 | 20 | -11 | 8
CCOC(=O)N1CCN(C(=O)CN2C(=O)COc3ccc(C(C)(C)C)cc32)CC1 | -7 | 2.8 | 6 | -22 | 1 | 3 | 15 | -11 | 4
Cc1ccccc1NC(=O)CN(c1ccc(F)cc1)S(C)(=O)=O | 8 | -0.2 | 3 | 8 | 0 | 10 | -6 | -26 | 9
O=C1c2ccccc2S(=O)(=O)c2cc(C(=O)N3CCC(O)CC3)ccc21 | 1 | -0.2 | 4 | -14 | -3 | -5 | 20 | -9 | 9
COc1ccc(C2c3ccc(O)cc3Oc3ncn4nc(-c5cccnc5)nc4c32)cc1OC (stereo not given) | -19 | 3.6 | 5 | -6 | -3 | -19 | 13 | -7 | 7
Cc1cc(C)n2c(SCc3ccc(Br)cc3)nnc2n1 | -7 | 1.9 | 0 | -9 | -6 | -3 | 11 | 1 | 0
COc1ccc(CN2CCN(C)CC2)cc1OCc1ccccc1 | -4 | 0.7 | 12 | -9 | -7 | -10 | 9 | 7 | -4
COc1ccc(-c2coc3c(C(=O)Nc4cc(OC)c(OC)c(OC)c4)cccc23)c(C)c1 | · | 1.7 | 1 | -5 | -2 | 63* | -2 | 45* | -22
S=c1[nH]nc(-c2ccccc2)n1C1C=CCCC1 (stereo not given) | -17 | 0.5 | 12 | 9 | -5 | 6 | 19 | -9 | 7
CC(=O)N(C)c1ccc(NC(=S)Nc2ccccc2)cc1 | -16 | 0.9 | 6 | -7 | -4 | 1 | 8 | -5 | 7
Cc1ccc(NC(=O)CSc2sc3c(O)cc(=O)[nH]c3c2C#N)cc1C | 2 | 1.2 | 0 | -17 | -5 | 6 | 21 | -5 | 4
O=C(Nc1ccc2c(c1)OCCO2)C(=O)NC1CC1 | -16 | -0.1 | -4 | 8 | -2 | -2 | 13 | -8 | 8
COc1cccc(/C=C(\C#N)C(=O)NC2CCS(=O)(=O)C2)c1 (stereo not given) | -3 | 1.4 | 2 | -9 | -5 | -11 | 27 | -9 | 12
O=C1c2ccccc2C(Nc2ccc(S(=O)(=O)N3CCOCC3)cc2)N1Cc1ccco1 (stereo not given) | 0 | 0.6 | 6 | -1 | -8 | -31 | 10 | 2 | 0
Cc1nn(-c2ccccc2)nc1CNC(=O)c1ncoc1-c1ccccc1 | -21 | 8.0 | 2 | -4 | 2 | -4 | 16 | 14 | -8
COc1ccc(C2CC(=O)C(C3NCCc4ccccc43)=C(O)C2n2cncn2)cc1 (stereo not given) | -6 | 1.2 | 0 | -14 | 0 | -6 | -5 | -5 | 8
COc1ccc(C(=O)C2CCCN(C(=O)c3ccnn3C)C2)cc1OC (stereo not given) | -15 | 0.5 | 0 | -10 | -2 | -10 | -12 | -2 | 0
CN1CCN(C(=O)c2cc3c(c(-c4cccc(C#CC(C)(C)O)c4)n2)[C@@H](CCO)N(S(=O)C(C)(C)C)C3)CC1 (stereo not given in full) | · | 0.6 | 7 | -14 | -3 | -6 | 10 | -6 | -2
Clc1ccc2c(N/N=C/c3cccnc3)ccnc2c1 | -6 | 0.1 | 25 | 4 | -11 | -6 | -1 | -4 | -1
Cc1nc2ccc(NC(=O)COc3ccccc3)cc2s1 | · | 1.5 | 3 | -14 | -3 | -3 | 9 | 2 | 8
Cc1cc(O)c(-c2ccno2)cc1Cl | -6 | 5.0 | 5 | -1 | -5 | 4 | 5 | -6 | 3
COc1ccc(C(=O)Nc2ccccc2N2CCCC2)cc1 | -18 | -0.6 | 0 | -4 | -4 | -6 | -2 | -10 | 10
COc1ccc(N2C(=O)C(OC(C)=O)C2c2ccc(C)cc2)cc1 (stereo not given) | 0 | 0.4 | -1 | 0 | -6 | -4 | 14 | -1 | 5
CCN1CCN(c2ccc(S(=O)(=O)N3CCOCC3)cc2N)CC1 | -11 | -0.2 | 2 | 8 | -5 | -20 | -19 | -14 | 10
O=C(Nc1ccc(OCC(F)(F)C(F)F)c(C(F)(F)F)c1)c1ccccc1O | 72* | 10 | 9 | 24* | 5 | 14 | 10 | 20* | -16
COc1ccc(N2CCN(C(=O)NCc3ccc(C)cc3)CC2)cc1 | -5 | 1.0 | -2 | -5 | 1 | 3 | -18 | -9 | 6
CC1CCCCN1C(=O)CCC(=O)Nc1nnc(C2CCCCC2)s1 (stereo not given) | -33 | 1.2 | 3 | -15 | -1 | -18 | -7 | 1 | -1
CNc1ccc(Br)cc1C(O)c1ccccc1 (stereo not given) | -11 | 0.5 | -2 | 7 | -4 | 15 | 0 | -6 | 5
CC(C)CN(C(=O)COC(=O)CNC(=O)c1sc2ccccc2c1Cl)C1CCS(=O)(=O)C1 (stereo not given) | -38 | 0.4 | -1 | -11 | -5 | -24 | 3 | -20 | 14
CCCCN(C(=O)C1CC(=O)N(CCc2ccc(OC)c(OC)c2)C1)c1c(N)n(CCCC)c(=O)[nH]c1=O (stereo not given) | -20 | -0.2 | 3 | 10 | 4 | -15 | -32 | -14 | 10
CC(=O)Nc1ccc(S(=O)(=O)NC2(C(F)(F)F)C(=O)Nc3c2c(=O)n(C)c(=O)n3C)cc1 (stereo not given) | -7 | 0.4 | 1 | -18 | -3 | 9 | 0 | -5 | 2
Cc1ccc(C(C)NC(=O)/C(C#N)=C\c2c(C)[nH]c3ccccc23)cc1 (stereo not given) | 33* | 7.3 | 63* | -10 | 21* | 44 | 12 | 12 | 0
COc1cc(OC)c2ccc(=O)oc2c1C(CC(=O)N1CCCC1)c1ccc2c(c1)OCO2 (stereo not given) | -32 | 0.2 | 18 | -8 | 1 | 21 | -6 | 11 | -6
O=[N+]([O-])c1ccc(Nc2nc(NCCO)nc(N3CCCC3)n2)cc1 | -15 | 1.1 | 2 | -3 | -7 | 23 | 12 | -3 | 4
COc1ccc(CCNC(=O)Nc2ccc(F)cc2F)cc1OC | -10 | 1.6 | 0 | -5 | -4 | -15 | 3 | -14 | 7
COc1cccc(N(C(=O)c2csnn2)C(C(=O)NC2CCCC2)c2ccccc2)c1 (stereo not given) | -21 | 1.7 | 5 | -3 | -11 | 1 | 8 | -6 | 7
COc1cc(NC(=O)c2ccccc2)c(C)cc1NC(=O)CC(CC(=O)O)c1ccccc1 (stereo not given) | 0 | 0.5 | 3 | -16 | -6 | -3 | 10 | -7 | 8
CC(=O)Nc1ccc(S(=O)(=O)N(C)Cc2ccccc2)cc1 | 0 | -0.4 | 6 | 9 | -5 | -6 | 2 | -11 | 2
CCC/C(O)=C1\C(=O)CC(c2ccccc2)CC1=NC (stereo not given) | -8 | 0.1 | 7 | -18 | 1 | 1 | 23 | -17 | 6
O=C(CCS(=O)(=O)c1cccc2nsnc12)N1CCN(Cc2ccc3c(c2)OCO3)CC1 | -7 | 0.4 | 1 | -7 | -3 | 10 | 19 | -12 | 9
CCOC(=O)C1=C(C)OC(N)=C(C#N)C1c1cccs1 (stereo not given) | -7 | 2.0 | 0 | 16 | -8 | -14 | -15 | 8 | 1
CC(/C=C1\N=C(SCc2ccccc2)SC1=O)=C\c1ccccc1 | -4 | -0.5 | 0 | 16 | 2 | -15 | 2 | 1 | 9
CCc1nc2ccccc2c(C(=O)OCC(=O)NCc2ccco2)c1C | -32 | 2.2 | 9 | 5 | -3 | -5 | 11 | 3 | 1
CCCCN1C(=O)c2ccccc2C1C(=O)NC1CCCC1 (stereo not given) | -11 | 0.7 | 7 | -9 | -5 | -5 | -1 | -2 | 2
O=C(Nc1ccc2c(c1)OCCO2)C1CCCN(S(=O)(=O)c2cccs2)C1 (stereo not given) | -4 | 8.3 | · | -16 | 2 | · | 21 | 2 | -6
COc1ccc(CN(C)CC(=O)Nc2cccc3ccccc23)cc1F | -13 | 1.3 | 0 | -21 | -5 | 4 | 16 | -7 | 3
Cc1cnc(C)c(N2CCN(Cc3nc(-c4cccc(F)c4F)oc3C)CC2)n1 | -14 | 0.5 | 8 | -2 | -5 | -26 | -13 | 18 | -4
CCN(c1ccc(NC(=O)CSc2nnc3nc(C)cc(C)n23)cc1)C(C)C | -16 | 0.1 | 0 | 10 | -5 | -25 | -6 | 10 | -6

A few values from the entries so far.
CCC/C(O)=C1\C(=O)CC(c2ccccc2)CC1=NC (stereo not given) @ CHRM1 PAM: 6
O=C(Nc1ccc(OCC(F)(F)C(F)F)c(C(F)(F)F)c1)c1ccccc1O @ CHRM1 PAM: -16
